# Screening data from PubChem.
# Pyk2 oligo antag: Pyk2 (human) oligomerization antagonism; 99,000 tested, 0.83% active; Q293 cells, Pyk2 FERM NanoBiT luminescence; hits give low values; z-score (the deposit names both 25 µM and 10 µM); Q14289;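 active means Z-score of -3 or lower, scaled per plate to the spread of control and sample wells; inactive means z-score above -3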;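 further: negative z-score means lost luminescence so less FERM oligomerization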
# ERa coact inh: ER-alpha (human) coactivator binding inhibition. TR-FRET ER-alpha LBD / SRC-1 peptide, estradiol-bound. 86,000 tested, 1.7% active. AID 629. inhibition, % at 25.6 µM; in the data active means inhibition above about 50%;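 further: 0% = receptor plus peptide control and 100% = peptide only without receptor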
# Target sequence (P03372 whole entry, looked up, the tested form may be a part): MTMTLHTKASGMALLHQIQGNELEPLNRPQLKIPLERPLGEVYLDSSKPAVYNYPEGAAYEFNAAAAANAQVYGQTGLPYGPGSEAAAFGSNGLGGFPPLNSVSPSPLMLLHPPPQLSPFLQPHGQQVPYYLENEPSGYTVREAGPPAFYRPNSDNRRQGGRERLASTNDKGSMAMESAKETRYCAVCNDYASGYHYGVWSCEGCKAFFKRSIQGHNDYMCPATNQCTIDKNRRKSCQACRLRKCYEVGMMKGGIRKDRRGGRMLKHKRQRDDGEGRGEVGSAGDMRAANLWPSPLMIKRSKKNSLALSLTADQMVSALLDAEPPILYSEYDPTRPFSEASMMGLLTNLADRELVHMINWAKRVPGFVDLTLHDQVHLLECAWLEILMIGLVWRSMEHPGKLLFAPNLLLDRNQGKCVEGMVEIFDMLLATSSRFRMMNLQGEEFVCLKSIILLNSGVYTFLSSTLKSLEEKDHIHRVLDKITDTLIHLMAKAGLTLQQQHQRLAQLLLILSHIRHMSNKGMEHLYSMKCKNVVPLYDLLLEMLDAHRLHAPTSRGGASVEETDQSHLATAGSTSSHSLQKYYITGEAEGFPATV
# FAK blocker: FAK (human) kinase inhibition | Q05397 | biochemical FAK kinase activity assay | inhibition, %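 (tested at 7 µM)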 | 97,000 tested, 0.84% active; in the data active means inhibition above about 19%;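 further: 0% = DMSO and 100% = reference compound high control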
# * marks the source's active call; other numbers are inactive results; x = no result given; [ ] = dose if it differs, or a comment. Only part of the results is shown. The share of hits here may be higher or lower than overall.
Pyk2 oligo antag,Compound,FAK blocker,ERa coact inh
x,CN(CCNC(=O)c1cn(C)c2ccc(S(=O)(=O)N(C)C)cc2c1=O)CCc1ccccc1,10,-13
x,CSC1=C(C#N)C(c2ccc(C(C)C)cc2)CC(=O)N1 (stereo not given),-6,-6
x,Cn1c(=NC(=O)C2CC2)sc2cccc(F)c21,3,-3
x,O=C(CC1(O)C(=O)Nc2ccccc21)c1ccccc1 (stereo not given),0,26
x,O=C(NCCCN1CCOCC1)c1cc(-c2ccc3c(c2)OCO3)nc2ccccc12,-3,3
x,CCCCC(=O)Nc1nc2ccc3nc(C)sc3c2s1,3,1
x,CCOC(=O)C1CCN(C(=O)CN(c2ccc(OC)cc2)S(=O)(=O)c2c(C)nn(C)c2C)CC1,-2,1
x,COc1cccc(-n2c(SCC(=O)N3CCOCC3)nnc2-c2c[nH]c3ccccc23)c1,2,14[fluorescence artefact?]
x,CCn1c(SC)nnc1-c1c[nH]c2ccccc12,-4,2[fluorescence artefact?]
x,Cn1c(=O)c2c(SCC(=O)c3ccccc3)nc(C3CC3)nc2n(C)c1=O,0,14[fluorescence artefact?]
x,COc1ccc(OC)c(-n2c(SC)nnc2-c2c[nH]c3ccccc23)c1,-4,0
-0.13,O=C1c2cccc3cccc(c23)C(=O)N1CCN1CCN(C(=S)Nc2ccccc2)CC1,x,x
0.48,C=C(C)c1cccc(C(C)(C)NC(=O)NCC2COCCO2)c1 (stereo not given),x,x
1.6,CCOCCCNCC(O)c1ccccc1 (stereo not given),x,x
0.99,O=C(OCC(=O)c1ccc(Cl)s1)c1ccc2ccccc2n1,x,x
-0.49,COc1cccc2sc(N(CCCN(C)C)C(=O)c3sc4ccccc4c3Cl)nc12,x,x
0.22,CC1CCN(CCCCOc2ccccc2-c2ccccc2)CC1,x,x
0.53,Cn1c(=O)nc2n(Cc3ccccc3)c3cccc(Cl)c3cc-2c1=O,x,x
-1.1,COc1ccccc1/C=C/C=N/n1c(-c2ccc(C)cc2)n[nH]c1=S,x,x
1.1,C/C(=N\NC(=O)Cn1nc(C)c(Br)c1C)c1cccs1,x,x
-0.11,COc1ccc(OC)c2c1nc1n2CCS1,x,x
0.77,CC1CCOC(c2coc3ccccc3c2=O)O1 (stereo not given),x,x
-1,COc1ccc(N2C(=O)/C(=C/c3cccs3)NC2=S)cc1,x,x
1.7,CCN(c1ccccc1)S(=O)(=O)c1ccc(C(=O)OC(C)C(=O)NCCC2=CCCCC2)cc1 (stereo not given),x,x
-2.5,C/C(=N/OCO/N=C(\C)c1ccccc1)c1ccccc1,x,x
0.14,COc1ccc(CN=C2NC(=O)CC(C(=O)Nc3cc(C)cc(C)c3)S2)cc1 (stereo not given),x,x
-0.07,C/C(=N\NC(=O)c1ccncc1)c1cc2ccccc2oc1=O,x,x
0.48,Cc1c(Br)c([N+](=O)[O-])nn1C(C)C(=O)NCc1ccco1 (stereo not given),x,x
-0.61,COc1ccc(Oc2ccc(N/C=C3/CCCC3=O)cc2)cc1,x,x
0.66,O=C(COC(=O)c1cccc(C(F)(F)F)c1)NCc1ccc(Cl)cc1,x,x

# Record cards (already shown). Values in the order: Pyk2 oligo antag	FAK blocker	ERa coact inh
# Entry for CC1CCOC(c2coc3ccccc3c2=O)O1 (stereo not given) → 0.77	x	x
# Entry for COc1ccc(Oc2ccc(N/C=C3/CCCC3=O)cc2)cc1 → -0.61	x	x
# Entry for C=C(C)c1cccc(C(C)(C)NC(=O)NCC2COCCO2)c1 (stereo not given) → 0.48	x	x

# New compounds follow.
Pyk2 oligo antag,Compound,FAK blocker,ERa coact inh
-0.92,CCOC(=O)c1c(C)oc2c(CC(=O)c3ccccc3)c(Cl)c(O)c(O)c12,x,x
0.34,CC1=CCC2COC(c3ccc[n+](Cc4ccccc4)c3)C1C2 (stereo not given),x,x
-1.9,CCOCCCNC(=S)N(Cc1ccccc1)Cc1nc2ccccc2c(=O)[nH]1,x,x
-0.91,Cc1cc(C(=O)CN2C(=O)NC3(CCCc4sccc43)C2=O)c(C)n1-c1ccccc1 (stereo not given),x,x
-0.34,NC(=O)CSc1nc2cc([N+](=O)[O-])ccc2n1-c1cccc(C(F)(F)F)c1,x,x
-0.25,CCc1ccc(OCC(=O)N/N=C/c2cc([N+](=O)[O-])ccc2N2CCOCC2)cc1,x,x
-1.1,C=C(C)c1cccc(C(C)(C)NC(=O)Nc2cc(C)ccn2)c1,x,x
0.2,COc1ccc(/C(C)=N/OCC(=O)N2CC3(C)CC2CC(C)(C)C3)cc1 (stereo not given),x,x
1.4,O=C(NNC(=O)c1cccnc1)NC12CC3CC(CC(C3)C1)C2,x,x
1.5,O=C(Nc1sc2c(c1CN1CCOCC1)CCC2)c1ccc(F)cc1,x,x
-0.65,CCOc1ccc(-n2c(-c3ccccc3)nnc2-c2ccccc2)cc1,x,x
-0.21,Cc1cc(C)cc(OCC(=O)N/N=C\c2cn(C)nc2C)c1,x,x
1.2,COc1ccc(-n2nc([N+](=O)[O-])c(=NCc3ccc4c(c3)OCO4)n2O)cc1,x,x
-1.4,COc1nc(N/N=C/c2ccc(C)cc2)nc(N2CCCCC2)n1,x,x
-1.1,COc1cccc(NC(=O)C2CC2(c2cccc(OC)c2)c2cccc(OC)c2)c1 (stereo not given),x,x
-0.56,CC(/C=N/N1CCN(c2ccccn2)CC1)=C\c1ccccc1,x,x
-1.6,COc1ccc(C(=O)/C=C/c2ccc(OC)c(O)c2)c(F)c1,x,x
-0.7,CCN1C(=O)/C(=C/c2cccs2)S/C1=N\S(=O)(=O)c1ccc(C)cc1,x,x
-0.09,COc1ccc(OC)c(C(=O)CN2CCN(S(=O)(=O)c3ccc(Br)cc3)CC2)c1,x,x
1.6,CCOC(=O)c1c(NC(=O)C(=O)N/N=C/c2ccccc2O)sc2c1CCCCC2,x,x
0.11,CC(=O)Nc1nnc(SCC(=O)NCC2CCCO2)s1 (stereo not given),x,x
-0.46,Cc1cc(=O)[nH]c(N/N=C/c2ccc(C)o2)n1,x,x
-1.1,Cc1ccc(C2(C)CC(C)(C)N(C(=O)CSc3nnc(C)s3)c3ccccc32)cc1 (stereo not given),x,x
-0.3,CCOC(=O)c1c(NC(=O)C(=O)N/N=C(\C)c2ccc(OC)cc2)sc2c1CCCCC2,x,x
0.16,CN1CCN(C(=S)Nc2cc([N+](=O)[O-])ccc2Cl)CC1,x,x
0.27,COc1ccc(Br)cc1/C=c1\sc2nc(-c3ccco3)nn2c1=O,x,x
0.97,Cc1ccc(S(=O)(=O)Nc2ccc(Br)cc2C(NCC(=O)O)c2ccccc2)cc1 (stereo not given),x,x
0,CCOC(=O)C1(CC/C(C)=N\NC(N)=O)CC(C)(C)OC1=O (stereo not given),x,x
0.44,CCc1ccccc1NC(=O)CC1CS(=O)(=O)CC1CC(=O)Nc1ccccc1CC (stereo not given),x,x
-0.92,CC1(C)C([N+](=O)[O-])C(c2ccc(O)cc2)NC(c2ccc(O)cc2)C1[N+](=O)[O-] (stereo not given),x,x

# As a working copy, 7 of the compounds above:
Pyk2 oligo antag,Compound,FAK blocker,ERa coact inh
x,Cn1c(=NC(=O)C2CC2)sc2cccc(F)c21,3,-3
x,O=C(CC1(O)C(=O)Nc2ccccc21)c1ccccc1 (stereo not given),0,26
x,O=C(NCCCN1CCOCC1)c1cc(-c2ccc3c(c2)OCO3)nc2ccccc12,-3,3
x,CCCCC(=O)Nc1nc2ccc3nc(C)sc3c2s1,3,1
x,CCOC(=O)C1CCN(C(=O)CN(c2ccc(OC)cc2)S(=O)(=O)c2c(C)nn(C)c2C)CC1,-2,1
x,COc1cccc(-n2c(SCC(=O)N3CCOCC3)nnc2-c2c[nH]c3ccccc23)c1,2,14[fluorescence artefact?]
x,CCn1c(SC)nnc1-c1c[nH]c2ccccc12,-4,2[fluorescence artefact?]

# (continued)
Pyk2 oligo antag,Compound,FAK blocker,ERa coact inh
-0.12,CC1=CC(C)C2C(=O)N(c3ccccc3)NC(=O)C2C1 (stereo not given),x,x
-0.58,COc1ccc(C(NC(=O)/C=C/c2ccco2)c2ccc(OC)c(OC)c2)cc1 (stereo not given),x,x
0.4,CCN1CCN(c2nc(N)c([N+](=O)[O-])c(Nc3ccc(C)cc3)n2)CC1,x,x
1.9,CC(/C=C1\SC(=S)N(NC(=O)c2cccc(O)c2)C1=O)=C\c1ccccc1,x,x
-1.9,Cc1ccc(S(=O)(=O)N2CCN(c3ccc(C(F)(F)F)cc3[N+](=O)[O-])CC2)cc1,x,x
0.1,CCN1C(=O)C(F)(CC)C(=O)c2ccccc21 (stereo not given),x,x
0.3,O=C(NCCN1CCOCC1)c1cc2sccc2n1Cc1ccc(F)cc1,x,x
0.21,Cc1nnc(SCCN2CCOCC2)n1C,x,x
0.16,O=C(O)c1ccc2c(c1)C(=O)N(N1C(=O)c3ccccc3C1=O)C2=O,x,x
0.97,O=C(CSc1nc(-c2ccccc2)cs1)N1CCN(C(=O)c2ccco2)CC1,x,x
0.28,CCCCC(CC)CNC(=O)c1cc2ccccc2c(=O)o1 (stereo not given),x,x
0.89,COc1cc(/C(C)=N\NC(N)=S)cc(OC)c1OC,x,x
0.58,CCS(=O)(=O)NCC(c1ccco1)N1CCN(c2ccccc2)CC1 (stereo not given),x,x
0.06,CCOC(=O)C1=C(C)Nc2sc(C(=O)c3ccc(F)cc3)c(N)c2C1c1ccc(C(=O)OC)cc1 (stereo not given),x,x
0.85,O=C(COC(=O)c1cc(-c2ccco2)nc2ccccc12)NCc1ccc2c(c1)OCO2,x,x
1.3,O=C(COc1ncnc2scc(-c3ccccc3)c12)NC1CCCc2ccccc21 (stereo not given),x,x
0.67,Cc1ccc(C)c(N2CN(Cc3ccco3)CNC2=S)c1,x,x
0.37,C=CCc1c(C)nc(-c2ccccc2)nc1N/N=C(\C)c1ccc(N)cc1,x,x
-0.43,Cc1ccccc1NC(=O)c1oc(=O)c2ccccc2c1-c1ccccc1,x,x
0.76,O=C(CNC(=O)c1cccc(F)c1)OCc1cc(=O)n2cc(Br)ccc2n1,x,x
1.4,O=C(COC(=O)c1ccc([N+](=O)[O-])s1)Nc1ccccc1,x,x
-1.5,COc1ccccc1C(=O)Nc1ccc(C(=O)/C=C/c2cccs2)cc1,x,x
-0.05,O=C(N/N=C/c1cccc([N+](=O)[O-])c1)C1CC1c1ccccc1 (stereo not given),x,x
-0.72,COC(=O)N/N=C/c1ccc(-c2cc(Cl)cc(Cl)c2)o1,x,x
1.8,CC(C)(C)OC(=O)N1CC=C2C(C#N)=C(N)C(C#N)(C#N)[C@H](c3cccnc3)[C@H]2C1,x,x
0.71,Cc1nn(C)c(C)c1C1C(C#N)=C(N)OC2=C1C(=O)CC(C)(C)C2 (stereo not given),x,x
0.32,CC(OC(=O)c1cccnc1)C(=O)NCc1ccc2c(c1)OCO2 (stereo not given),x,x
-0.87,Cc1nn(CC(=O)Nc2ccc(N(C)C)cc2)c(C)c1[N+](=O)[O-],x,x
0.57,CC(=O)c1cccc(S(=O)(=O)Nc2cccc(S(=O)(=O)NC3=NCCC3)c2)c1,x,x
-1.7,O=C(CN(c1ccc2c(c1)OCCO2)S(=O)(=O)c1ccccc1)NCc1ccc(Cl)cc1,x,x
-0.02,Cc1ccc(C(=O)c2ccc(O)cc2)cc1C,x,x
-0.52,CCOC(=O)c1sc(=S)n(C)c1NC(=O)c1ccccc1C,x,x
-1.1,O=C(/C=C/Nc1ccc(F)c(F)c1)c1cccs1,x,x
0.46,COc1ccc(/C=C2\SC(N3CCc4ccccc4C3)=NC2=O)cc1,x,x
-0.68,O=C1c2ccccc2C(=O)N1CCCc1c[nH]c2ccc(Cl)cc12,x,x
0.84,CC(C)=NN/C(N)=N/C(=S)Nc1ccc(C)cc1,x,x
-0.56,CCCNc1ccc(S(=O)(=O)N(C(C)C)C(C)C)cn1,x,x
-0.66,CCOC(=O)c1c(C)[nH]c(C(=O)N/N=C\c2ccccc2O)c1C,x,x
0.15,Clc1ccccc1N/N=C/c1ccc2c(c1)OCO2,x,x
-0.43,CCN(CC)c1ccc(/C=N\NC(N)=O)cc1,x,x
0.52,O=C(CC1(O)C(=O)Nc2cc(Cl)cc(Cl)c21)c1ccncc1 (stereo not given),x,x
1.1,Cc1nc2c(C)cccc2cc1C(=O)N/N=C/c1cccnc1,x,x
0.67,CCOC(=O)/C=C1\SCC(=O)N1CC(=O)NC(c1ccccc1)c1ccccc1,x,x
-1.4,CCCCC(NS(=O)(=O)c1ccc(C)cc1)C(=O)Oc1ccc2c3c(c(=O)oc2c1)CCC3 (stereo not given),x,x
-0.72,Cc1ccc(C(=O)NC2c3ccccc3-c3ccccc32)cc1,x,x
0.8,NS(=O)(=O)c1ccc(NC(=O)COC(=O)CCC2CCCCC2)cc1,x,x
0.99,O=C(NN=C1CCCCCC1)c1ccc(Br)o1,x,x
0.26,Cc1cccc(OC(=O)NCCOC(=O)N(O)c2ccc(Cl)cc2)c1,x,x
-0.26,CCC(=O)N1CCc2cc(S(=O)(=O)NC(Cc3ccccc3)C(=O)Nc3nccs3)ccc21 (stereo not given),x,x
1.4,COc1ccc(NC(=O)COC(=O)c2ncc(Cl)c(Cl)c2Cl)c(OC)c1,x,x
0.62,CCN(CC)CCOC(=O)c1ccc(NC(=O)C(C)NC(=O)C23CC4CC(CC(C4)C2)C3)cc1 (stereo not given),x,x
-0.65,CCSc1nnc(NC(=O)C2CC2c2ccccc2)s1 (stereo not given),x,x
